Nrf2 ARE act: Nrf2 pathway activation; AREc32 ARE-luciferase reporter (MCF7-derived line), luminescence, 24 h; Potency, µM (top dose mostly 46.1 µM), inactives show at the highest dose activation, most hits filed as activators; actives 0.31% (n = 410,000); AID 624171; also: potency is read from the fitted curve at half-maximal effect; % of control where 0% means no effect; nearly all actives have a fitted effect of over 65% in size
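AREc32 cells carrying an ARE-driven firefly luciferase reporter were seeded at 1000 cells/well in OPTI-MEM with 5% FBS, then exposed to compound for 24 hr at 37 deg C. Luminescence was read with Steady-Glo after 30 min at RT.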
Nrf2 inh: blocks Nrf2 signaling; Potency, µM (top dose mostly 46 µM), without a hit: top-dose activity change, negative = inhibition, hits mostly inhibitors; A549 ARE-Fluc reporter, luciferase luminescence, 18-24 h; actives 2.1% (n = 360,000); also: potency is read from the fitted curve at half-maximal effect; % is scaled to controls: 0 for no effect and ±100 for the full control effect; nearly all actives have a fitted effect of over 60% in size
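Quantitative HTS in A549 cells stably bearing an antioxidant response element-firefly luciferase construct. Inhibition of Nrf2-driven transcription was scored by luminescence after 18-24 h of compound exposure at 37 °C.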
A549 viability: kills or reduces viability of A549 cells in Nrf2 counter-screen. Potency, µM (top dose mostly 46 µM), for the others: top-dose activity change, negative = cytotoxicity, most hits filed as inhibitors. actives 0.16% (n = 390,000). A549 ARE-Fluc cells, CellTiter-Fluor viability, 18-24 h; also: potency is read from the fitted curve at half-maximal effect; % is scaled to controls: 0 for no effect and ±100 for the full control effect
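Cytotoxicity counterscreen: CellTiter-Fluor fluorescence was measured in A549 ARE_Fluc cells after 18-24 h of compound exposure in a concentration series. The subsequent BugLite luminescent read reports ARE-luciferase activity.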
Mm-Cpn inhibitor: inhibitors of Methanococcus maripaludis chaperonin (MmCpn); purified Mm-Cpn ATPase, ADP Transcreener TR-FRET; Potency, µM (highest dose often 76.9 µM), for inactives: top-dose activity, negative = inhibition, most hits filed as inhibitors; actives 0.031% (n = 330,000); also: potency is read from the fitted curve at half-maximal effect; % is scaled to controls: 0 for no effect and ±100 for the full control effect; nearly all actives have a fitted effect of over 80% in size
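Eu-cryptate anti-ADP/ADP-d2 competition gives a ratio inversely related to ADP. Enzyme at 25 nM was pre-exposed to compound for 10 min, then given 10 uM ATP for 30 min, 37°C throughout.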
pAkt inh: blocks phosphorylation of Akt; AID 651550; activity change, % for hits at 50 µM; Neuro2A IGF-stimulated pAkt S473 HTRF, 20 min; hits give low values; actives 0.32% (n = 360,000); in the data active = activity change below about -80%; inconclusive = mostly about -51% to -80%; also: % is scaled to controls: 0 for no effect and ±100 for the full control effect
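Neuro2A cells (4,500/well, DMEM with 0.5% FBS) were treated with compound at a single 50 µM final concentration, stimulated with 6 nM IGF for 20 min at 37 °C, and lysed. Phospho-Akt Ser473 was read by HTRF as 665/615 ratio ×10^4.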
HepG2 viability: kills HepG2 cells in TGF-b inhibitor counter-screen; HepG2 CAGA-GFP viability, ATP luminescence, 18 h; Potency, µM (top dose mostly 46.1 µM), inactives show top-dose activity change, negative = cytotoxicity, actives largely listed as cytotoxic; actives 0.76% (n = 410,000); also: potency is read from the fitted curve at half-maximal effect; some results filed as inactive show a strong effect at the top dose
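HepG2 CAGA-GFP cells (1000/well, DMEM with 1% FBS) received compound, then TGF-beta at 500 pg/mL final, and were incubated 18 hours at 37 degrees C. Viability was read by CellTiter-Glo luminescence. Media-only wells were set as complete cell-killing and DMSO as no toxicity.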
CCT chaperon mod: modulators of cytosolic chaperonin (CCT/TRiC) activity | activity change, % (no concentration beside the values), hits read low | actives 0.3% (n = 360,000) | purified chaperonin ATPase assay, HTRF ADP detection, 30 min | AID 651819; in the data active = activity change below about -30%; also: % is scaled to controls: 0 for no effect and ±100 for the full control effect
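Enzyme 40 or 20 nM (batch-dependent) in Tris pH 7.4/KCl/MgCl2/DTT; cpd 76 uM single point; ATP 10 uM; 30 min 37 °C; Transcreener ADP HTRF detection, 30 min RT; ratio 665/615.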
TGFb SMAD3 inh: TGF-b pathway inhibition; Potency, µM (titrated, usually from 46.1 µM), for the others: at the highest dose activity, negative = inhibition, actives largely listed as inhibitors; AID 588855; HepG2 CAGA-GFP TGF-b/SMAD3 reporter, GFP fluorescence, 18 h; TGF-beta stimulated, 500 pg/mL final; actives 1.2% (n = 410,000); also: potency is read from the fitted curve at half-maximal effect; % is scaled to controls: 0 for no effect and ±100 for the full control effect; nearly all actives have a fitted effect of over 65% in size
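TGF-beta reporter screen: HEPG2 CAGA-GFP, 1% FBS, 500 pg/mL TGF-beta final, 18 h; per-cell GFP summed per well; curves fitted and categorized by class.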
S2 tox: viability counter-screen for ATXN expression inhibitors; S2 cells (HEK-293 line with an ATXN2-luciferase reporter) viability, CellTiter-Fluor protease fluorescence, 24 h; actives 0.49% (n = 400,000); Potency, µM (titrated, usually from 56.7 µM), hits mostly cytotoxic; also: potency is read from the fitted curve at half-maximal effect; nearly all actives have a fitted effect of over 40% in size
* = called active by the depositor; i = inactive; ? = inconclusive; · = not tested or not shown; [ ] = dose if it differs, or a comment. Unless noted, calls follow the shape of the dose curve; as a rule, active = well fitted curve in the direction sought with a large enough effect; inconclusive = small, poorly fitted or top-dose-only effect, or another doubt; inactive = no such curve, though single readings can be large; an effect the other way counts as inactive or inconclusive.

SMILES	Nrf2 ARE act	Nrf2 inh	A549 viability	Mm-Cpn inhibitor	pAkt inh	HepG2 viability	CCT chaperon mod	TGFb SMAD3 inh	S2 tox
O=C(NC(=S)NC1CCCCCC1)c1cncc(Br)c1	3.7%	?	12.0%	2.8%	i	-24.5%	-2.8	?	i
O=C(C1CC(=O)N(c2ccc(F)cc2)C1)N1CCOCC1 (stereo not drawn)	0.1%	-1.0%	-1.7%	?	i	-7.2%	-1.3	?	i
CCOC(=O)c1cc2ccc3ccccc3c2oc1=O	3.8%	3.0%	2.3%	-5.7%	i	-31.3%	-1.7	-11.3%	i
CCOC(=O)c1c(C)[nH]c(C)c1S(=O)(=O)NCCc1sccc1C	0.3%	26.7%	0.9%	1.2%	·	-26.7%	0.9	-29.6%	i
COc1ccccc1CNC(=O)CN1C(=O)NC2(CCCCCC2)C1=O	0.3%	6.1%	1.2%	1.1%	i	3.0%	0.1	11.6%	?
COc1cc(/C=N/NC(=O)c2ccc(NS(=O)(=O)c3cccs3)cc2)cc(OC)c1O	-0.8%	9.3%	-1.8%	-2.5%	i	3.3%	-0.2	16.9%	i
CC(C)C[C@@H](CNCC(=O)[C@H](CC(C)C)NC(=O)c1[nH]cnc1C(=O)N[C@@H](C)CN)NC(=O)c1nc[nH]c1C(=O)N[C@@H](CC(=O)O)C(=O)O	2.5%	9.0%	3.5%	·	i	-0.6%	-0.4	-10.0%	i
Cc1ccc(S(=O)(=O)N2CCC3(CC2)OCCO3)c(C)c1	0.2%	-4.9%	0.5%	-0.3%	i	-40.9%	-1.6	4.1%	i
CCCN(CCC)CCNC(=O)Cn1cnc2sc(C)c(S(=O)(=O)N3CCOCC3)c2c1=O	0.0%	9.6%	9.8%	·	i	-3.3%	-0.7	5.4%	i
C#CCOCCOCCOCCNc1nc(N2CCN(C(=O)[C@H](CCC(=O)O)n3cc(C(N)Cc4ccc(O)cc4)nn3)CC2)nc(N2CCN(C(=O)[C@H](CCC(=O)O)n3cc(C(N)Cc4ccc(O)cc4)nn3)CC2)n1 (stereo partly drawn)	-0.2%	-2.8%	-9.9%	·	i	1.1%	-1.7	3.1%	i
CCN(CC)CCCN=Cc1c(O)n(-c2ccc(C)cc2)c(=O)c2ccccc12	0.6%	10.2%	4.8%	-2.0%	i	25.5%	-0.8	27.2%	?
NC(=O)CNC(=O)C1CCCc2c1[nH]c1ccc(Cl)cc21 (stereo not drawn)	3.0%	-7.2%	-5.0%	-1.8%	i	-41.3%	-1.9	-17.4%	i
CC(C)(C)c1ccc(-n2ncc3c2CCCC3NC(=O)CCN2CCCCC2=O)cc1 (stereo not drawn)	2.5%	?	-19.7%	3.0%	i	16.8%	-0.9	-11.3%	i
O=C(NCc1ccccc1)C(c1cccnc1)N(C(=O)c1csnn1)c1ccccc1 (stereo not drawn)	1.3%	-9.7%	0.5%	1.2%	i	-10.6%	-1.9	3.1%	i
NC(=O)CSc1n[nH]c(=O)n1CCc1ccccc1	-0.9%	-24.8%	-1.8%	0.3%	i	3.3%	0.6	9.0%	i
CC(C)CCNC(=S)Nc1ccccn1	2.4%	3.1%	5.2%	2.5%	i	-2.9%	-1.1	?	i
CC(=O)N(NC(=O)c1ccccc1Cl)C1CC(=O)N(c2ccc(C)cc2)C1=O (stereo not drawn)	-0.4%	2.1%	8.3%	-0.9%	i	3.1%	-3.8	-4.5%	i
O=C(COC(=O)COc1ccccc1)Nc1ccc(OC(F)(F)F)cc1	0.1%	10.6%	-0.3%	-1.2%	i	2.9%	-0.9	-5.6%	i
CCCn1c(N)c(N2CCCCC2)c(=O)n(CC(=O)Nc2ccccc2C)c1=O	-0.2%	5.4%	2.8%	1.4%	i	-4.0%	-6.3	-1.8%	i
CC(=O)NNC(=O)c1sc(=S)n(C)c1C	-1.2%	?	-8.4%	1.3%	i	-2.7%	-1.6	-3.3%	i
O=C(Nc1ccccc1C(=O)NCc1cccnc1)c1ccco1	-0.8%	-2.2%	-10.6%	2.4%	i	-14.1%	0.0	0.9%	i
COc1ccc(-n2c(SCC(=O)N3CCC(C)CC3)nc3c([nH]c4ccccc43)c2=O)cc1	-0.1%	·	-4.4%	·	·	1.7%	·	10.5%	i
O=C(CSc1nnc(-c2ccccc2)n1Cc1ccccc1)N1CCOCC1	0.1%	11.1%	-5.3%	1.0%	i	3.2%	1.0	6.4%	i
COc1ccc(CNS(=O)(=O)NCc2ccccc2F)cc1	1.1%	-5.2%	3.1%	0.7%	i	-24.2%	2.7	0.0%	i
CCOC1=C/C(=C/c2c(N)n3nc(CC(=O)N4CCCCC4)sc3nc2=O)C=CC1=O	-0.2%	1.0%	1.6%	-8.1%	i	1.2%	-1.3	24.2%	·
CC(=O)Nc1cc(S(=O)(=O)Nc2ccccc2)c(C)cc1C	-0.1%	24.1%	12.7%	-0.5%	i	-0.2%	-2.7	-14.4%	i
CC(=O)c1c(N2CCCC2)[nH]c(-c2ccccc2)nc1=S	-0.6%	?	11.1%[1.84 µM]	1.7%	i	-30.9%	2.8	7.7%	i
CC(NC(=O)COC(=O)CNC(=O)C1CCCCC1)c1ccccc1 (stereo not drawn)	-0.6%	9.1%	2.2%	-0.3%	i	16.6%	0.9	22.6%	i
CN(C(=O)C1CCC(=O)N(CCCN2CCCC2=O)C1)C(C1CC1)C1CC1 (stereo not drawn)	0.1%	12.5%	-2.2%	0.8%	i	-21.0%	0.9	1.2%	i
CCCCN(C)CCC(=O)Nc1ccc2c(c1)CCC2	0.1%	23.2%	0.4%	2.1%	i	-17.0%	-1.3	7.9%	i
CC(C)CC(=O)N1CCN(C(=O)c2cccc(F)c2)CC1	-0.1%	·	-2.5%	-0.7%	i	-6.5%	-6.3	4.3%	?
CC1CCN(CCNC(=O)C2CCN(S(=O)(=O)c3cccc4nsnc34)CC2)CC1	1.2%	0.0%	0.0%	2.9%	i	-48.4%	-1.6	-4.9%	i
COc1ccc(OC)c(C2CC(=O)OC3=C2C(=O)CC(C)(C)C3)c1 (stereo not drawn)	-0.4%	-5.2%	-1.5%	-1.5%	i	-0.5%	-0.7	-23.8%	i
CCCCc1ccc(NC(=O)N[C@H](C(=O)O)C(C)CC)cc1 (stereo partly drawn)	-0.7%	-10.4%	-6.7%	-4.6%	i	14.7%	0.2	0.0%	i
Cc1cc(C(=O)NCC(c2ccco2)N(C)C)no1 (stereo not drawn)	2.9%	-6.9%	-1.7%	2.0%	i	-3.3%	-1.3	?	i
Cc1ccc(OCc2nnn(CC(=O)NS(=O)(=O)c3c(C)noc3C)c2-c2ccccc2)cc1	-1.4%	·	·	·	i	-1.0%	-0.3	0.1%	i
COc1cccc(NS(=O)(=O)c2ccc(-n3cccn3)cc2)c1	-0.1%	-12.8%	13.0%	-0.2%	i	1.6%	0.0	-27.9%	i
CCOc1nc(-c2ccccc2)ccc1-c1noc(-c2cccnc2)n1	0.0%	?	1.7%	·	i	-19.4%	-2.8	-0.8%	i
COc1ccc(C(=O)Nc2cc(-c3ccccc3)nn2-c2ccccc2F)cc1	6.3%	?	-2.6%	-0.1%	i	-14.9%	1.4	?	i
Cc1cc(C)c(SSc2nnnn2-c2ccccc2)c(C)c1	3.9%	·	·	·	i	-28.8%	-38.0*	-16.4%	i
O=C(Cn1c2ncccc2c(=O)n1-c1ccccc1)Nc1ccc(F)c(F)c1	-0.7%	?	8.5%	·	·	2.2%	·	16.7%	i
NC(=O)C1CCN(C(=O)c2ccc(Cl)c(NC(=O)c3cccs3)c2)CC1	0.1%	·	·	·	i	-7.6%	0.4	-5.6%	i
O=C(COc1cc([N+](=O)[O-])cc2cccnc12)NCCC1=CCCCC1	2.4%	-21.7%	-25.9%	1.0%	i	-6.2%	-0.7	-1.5%	i
CON(C)S(=O)(=O)c1ccc2c(c1)NC(=O)C1CCCN21 (stereo not drawn)	0.1%	-24.2%	-8.6%	0.8%	i	-8.1%	-1.4	-6.4%	i
COc1ccc(CCNC(=O)CCS(=O)(=O)c2cc(Br)cc3c2N(C(C)=O)CC3)cc1OC	-0.2%	9.7%[9.27 µM]	6.2%	·	·	-5.8%	·	-20.5%	i
Cc1noc(C)c1C(=O)N1CCN(S(=O)(=O)c2ccc(F)cc2)CC1	0.2%	3.0%	0.4%	0.9%	i	-13.6%	-1.1	-1.6%	i
COc1ccc(CCNC(=O)C2CC(=O)N(C3CCCCCCC3)C2)cc1OC (stereo not drawn)	0.4%	-3.0%	2.9%	-1.5%	i	0.9%	-1.0	-6.9%	i
CCN(C(=O)COC(=O)c1cc2c(s1)CCC(C)C2)c1c(N)n(Cc2ccccc2)c(=O)[nH]c1=O (stereo not drawn)	-0.6%	-19.1%	1.0%	·	i	-45.2%	-0.9	?	i
Cc1ccc(-c2cc(C(=O)Nc3cc(C(=O)O)ccc3C)c3ccccc3n2)cc1	0.3%	?	0.2%	2.1%	i	7.8%	1.3	16.3%	i
COc1cccc(C(=O)Nc2cccc3ccccc23)c1	7.4%	0.5%	-0.1%	2.2%	i	-2.3%	-7.3	21.2%	?
Cc1noc(NS(=O)(=O)c2ccc(N/C=C\C(=O)c3ccc(Br)cc3)cc2)c1C	5.5%	?	-20.9%	?	i	-10.0%	1.7	-7.5%	?
CCSc1nnc(NC(=O)[C@@H](NC(=O)c2ccc(C(C)(C)C)cc2)C(C)C)s1	1.0%	-25.5%	1.1%	-0.3%	i	-0.3%	-2.4	?	i
CC(OC(=O)CCN1C(=O)C2CC=CCC2C1=O)C(=O)Nc1cccc(C#N)c1 (stereo not drawn)	-0.7%	13.7%	2.1%	-1.4%	i	-15.7%	2.8	-53.1%	i

Screening results: PubChem BioAssay, National Center for Advancing Translational Sciences (NCATS)
